14-3-3 PPI = alters human 14-3-3 gamma binding to Raf peptide. P61981. FP, 14-3-3gamma / TMR-pS259-Raf peptide binding. inhibition, % at 40 µM. hit rate 0.19% among 160,000; in the data active means inhibition above about 30%;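 further: 0% = protein plus tracer without compound and 100% = blank with tracer alone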
Target sequence (P61981 whole entry, looked up): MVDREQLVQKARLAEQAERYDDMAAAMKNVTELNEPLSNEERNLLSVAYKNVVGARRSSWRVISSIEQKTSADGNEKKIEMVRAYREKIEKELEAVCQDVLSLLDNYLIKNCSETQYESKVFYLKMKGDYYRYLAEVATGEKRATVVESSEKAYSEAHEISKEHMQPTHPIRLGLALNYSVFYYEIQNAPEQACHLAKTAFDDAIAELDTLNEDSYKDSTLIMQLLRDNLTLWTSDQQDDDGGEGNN
Starred values were filed as active, the others as inactive; & = joins results of further samples. Some of the compounds tested, so the mix of outcomes need not match the whole.

Sample of the layout, 5 compounds:
14-3-3 PPI | canonical_smiles
-5 | O=C(CN1CCN(C(=O)c2ccco2)CC1)Nc1ccc(Cl)c(C(F)(F)F)c1
-5 | CCOP(=O)(c1ccc(N(C)C)cc1)C(O)c1ccc(Cl)cc1 (stereo not drawn)
-4 | CCN(c1ccccc1)S(=O)(=O)c1ccc(F)c(C(=O)Nc2cccc(Cl)c2C)c1
-2 | O=S(=O)(Nc1nc2ccccc2nc1NCCC1=CCCCC1)c1ccc(Br)cc1
-6 | COc1ccc(NC(=O)N(Cc2cc3cc(OC)ccc3[nH]c2=O)CC2CCCO2)cc1 (stereo not drawn)

The list itself, from the first entry:
14-3-3 PPI | canonical_smiles
-5 | O=C(CN1CCN(C(=O)c2ccco2)CC1)Nc1ccc(Cl)c(C(F)(F)F)c1
-5 | CCOP(=O)(c1ccc(N(C)C)cc1)C(O)c1ccc(Cl)cc1 (stereo not drawn)
-4 | CCN(c1ccccc1)S(=O)(=O)c1ccc(F)c(C(=O)Nc2cccc(Cl)c2C)c1
-2 | O=S(=O)(Nc1nc2ccccc2nc1NCCC1=CCCCC1)c1ccc(Br)cc1
-6 | COc1ccc(NC(=O)N(Cc2cc3cc(OC)ccc3[nH]c2=O)CC2CCCO2)cc1 (stereo not drawn)
0 | CCc1ccccc1N1CN(CCc2ccccc2)CNC1=S
0 | O=C(Nc1ccc(Cl)cc1)N1CCN(c2ccc3nnc(-c4ccc(F)cc4)n3n2)CC1
-1 | NCCCCCc1nnc(SC/C=C/c2ccccc2)o1
6 | COc1cc(C2c3c(-c4cc(C)cc(C)c4O)n[nH]c3C(=O)N2CCCO)cc(OC)c1OC (stereo not drawn)
-8 | COc1ccccc1NC(=O)CSc1nnc(Cc2cc(=O)[nH]c(=O)[nH]2)n1-c1ccccc1
10 | CCOC(=O)CSc1nc(N2CCOCC2)c2c(c1C#N)CC(C)(C)OC2
-19 | CC(C)CCNC(=O)c1cc(S(=O)(=O)N2CCCC2)ccc1F

(more compounds)
14-3-3 PPI | canonical_smiles
-50 | c1ccc2c(-c3csc(-c4ccncc4)n3)c[nH]c2c1
-5 | Cc1c2occ(-c3ccc(Br)cc3)c2cc2c3c(c(=O)oc12)CCCC3
2 | CCCCN(CC)C(=O)Cn1cnc2sc3c(c2c1=O)CCCC3
-2 | Cc1oc2ccc(OC(C)C(=O)O)cc2c1C(=O)OC(C)C (stereo not drawn)
-8 | CCOC(=O)C1=C(CSc2nc(C)ccc2C#N)OC(N)=C(C#N)C1c1cccc(OC)c1OC (stereo not drawn)
-10 | CCC(OC(=O)CC1Sc2ccccc2NC1=O)C(=O)NCC1CCCO1 (stereo not drawn)
1 | Cc1cc(=O)[nH]c(N2CCN(Cc3ccccc3)CC2)n1
-5 | O=C(NCc1ccccc1)NC1CCCCC1
-1 | Cc1cc(C)cc(OCC(=O)Nc2ccc(C)c(C)c2)c1
-8 | O=C(NCCCN1CCN(c2ccc(F)cc2)CC1)c1cccn2c(=O)c3ccc(Cl)cc3nc12
-10 | Cc1ccc(C2=NN(CCC(=O)NCc3ccc4c(c3)OCO4)C(=O)CC2)cc1
-2 | S=C(c1ccc(N2CCOCC2)cc1)N1CCCCC1

Remaining list, next part.
14-3-3 PPI | canonical_smiles
-4 | CCCC1CCC(C(=O)Nn2c(C)nc3ccccc3c2=O)CC1 (stereo not drawn)
2 | CCOC(=O)c1cccc(NC2c3ccccc3C(=O)N2Cc2ccco2)c1 (stereo not drawn)
2 | Cc1ccc(-n2ncc3c(=O)[nH]c(SCC(=O)N4CCCC4)nc32)cc1C
-2 | COc1ccc(C2=NN(C(=O)c3ccc(Br)cc3)C(c3nc4ccccc4[nH]3)C2)cc1 (stereo not drawn)
0 | CCOC(=O)c1ccc(NC(=O)c2ccc([N+](=O)[O-])o2)cc1
-2 | COc1ccc(CN2CC(=O)N(c3cc(Cl)ccc3OC)C2=S)cc1OC
-2&1 | Cc1nn(Cc2ccccc2Cl)c(C)c1N
-5 | Cc1cccc(Nc2nc(-c3ccc(O)cc3O)cs2)n1
1 | CN1CCN(C(=O)C2CCCN(S(=O)(=O)c3ccc(F)cc3)C2)CC1 (stereo not drawn)
-2&2 | COc1cc2[nH]c(=S)n(CC3CCCO3)c(=O)c2cc1OC (stereo not drawn)
0 | COc1ccc(COC(=O)C2=C(C)NC3=C(C(=O)CCC3)C2c2ccc3c(c2)OCO3)cc1 (stereo not drawn)
0 | O=C(CSc1nnc(-c2ccc(S(=O)(=O)N3CCOCC3)cc2)o1)c1ccccc1F

The list goes on.
14-3-3 PPI | canonical_smiles
5 | Cc1ccc(C)c(-n2c(N)c(C(=O)NC3CCCCC3)sc2=S)c1
3 | CCCCNC(=O)CCn1nc(-c2ccccc2)c2ccccc2c1=O
-16 | Cc1ccc(CNC(=O)c2cccn3c(=O)c4ccc(Cl)cc4nc23)cc1
-3 | CC(C)C(=O)Nc1cccc(C(=O)NCc2ccc(S(N)(=O)=O)cc2)c1
-5 | COc1ccc2cc3cc(C(=O)N(C)C4CCCCC4)oc3nc2c1
-1 | CC(C)(C)n1nnnc1C(c1cccc(C#N)c1)N1CCC(Cc2ccccc2)CC1 (stereo not drawn)
-8 | O=C1C(C=NCCCN2CCCC2=O)=C(O)c2ccccc21
-1 | COc1cc(OC)cc(C(=O)Nc2cccc(NC(C)=O)c2)c1
-6&-1 | c1ccc(Nc2nc(-c3ccncc3)cs2)nc1
8 | O=C(Cn1c2ccccc2c(=O)c2ccccc21)Nc1ccccc1C(F)(F)F
-5&-3 | COC(=O)CCC(=O)N1CCc2cc(S(=O)(=O)N3CCc4ccccc43)ccc21
0 | CCOc1ccc2nc(C(=O)Nc3ccc(Br)cc3)sc2c1

Further structures.
14-3-3 PPI | canonical_smiles
4 | Cc1ccc(S(=O)(=O)C2(C(=O)NCc3ccc4c(c3)OCO4)CC2)cc1
-6 | COc1cc(-c2c(C#N)c(N)nc3[nH]c(=S)[nH]c(=O)c23)ccc1O
-2 | C=CCSc1nc(-c2ccc(OC)cc2)cc(C(F)(F)F)c1C#N
-2 | NC(=O)C1CCN(C(=O)Nc2ccccc2)CC1
4 | COc1ccc(NC(=O)C2CCCN2S(=O)(=O)c2ccc3c(c2)CCC(=O)N3)cc1 (stereo not drawn)
0 | CCCNS(=O)(=O)c1ccc2c(c1)CCN2C(C)=O
2 | O=C(O)C1CCN(S(=O)(=O)c2ccc(Br)s2)CC1
-5 | COc1cc(C2C3=C(CC(C)(C)CC3=O)Nc3nc(SCc4ccccc4F)[nH]c(=O)c32)cc(OC)c1OC (stereo not drawn)
-2 | CCOC(=O)c1cccc(NC(=O)C2CCCN(S(=O)(=O)c3cnc[nH]3)C2)c1 (stereo not drawn)
-21 | CCOc1cccc2cc(-c3csc(Nc4ccccc4OC)n3)c(=O)oc12
-24 | O=C(Nc1ccc(Br)cc1)C(Cc1ccccc1)N1C(=O)c2ccccc2C1=O (stereo not drawn)
7 | Cn1c2ccccc2c2c(C(=O)NCCc3ccc(Cl)cc3)cn(C3CCCCC3)c(=O)c21

(more compounds)
14-3-3 PPI | canonical_smiles
-12 | COc1ccc(C(=O)Nc2ccc(Cl)cn2)cc1Br
-16 | Cc1ccc(NC(=O)COc2ccccc2Cl)c(Br)c1
-6 | Cc1ccc(S(=O)(=O)c2nc(-c3ccc(F)cc3)oc2N2CCOCC2)cc1
3 | CC(=O)NC(=O)NC1CSCC1OC(C)=O (stereo not drawn)
4 | CC(C)(C)NC(=O)NC(=O)COc1ccccn1
-6 | O=[N+]([O-])c1ccc(O)c(C=Nc2cc(C(F)(F)F)ccc2Oc2ccccc2)c1
8 | COc1cc2c(cc1OC)C(COc1ccc3c(C)cc(=O)oc3c1)N(C(=O)c1cc3ccccc3oc1=O)CC2 (stereo not drawn)
-9 | COc1ccccc1CNC(=O)CC(NS(=O)(=O)c1ccc(C)cc1)c1ccco1 (stereo not drawn)
4 | COC(=O)c1ccccc1NC(=O)Nc1cnccn1
1 | COc1ccc(N(C(=O)c2ccccc2Cl)S(=O)(=O)c2ccc(C)cc2)cc1
5 | Cc1ccc(C)c(-c2csc(NC(=O)c3ccc(S(=O)(=O)N4CCCCC4)cc3)n2)c1
-33 | COc1ccc(C2Nc3ccccc3C(=O)N2c2ccc(C)cc2)cc1Cn1nnc2ccccc21 (stereo not drawn)

Next entries:
14-3-3 PPI | canonical_smiles
-1 | Cc1ccc(OCCSc2nc(C)cc(Oc3ccc(=O)n(C)n3)n2)cc1
-8 | COc1ccccc1Nc1nc(-c2c(C)nc3ccccn23)cs1
-2 | C=CCn1c(-c2ccc(C)cc2)n[nH]c1=S
-99 | Cc1ccc(OCCn2cc(C(=S)N3CCCC3)c3ccccc32)cc1C
2 | CC1CCCCN1C(=O)Cn1c(=O)n(-c2cccc(C(F)(F)F)c2)c(=O)c2sccc21 (stereo not drawn)
-14 | CCN(CC)S(=O)(=O)c1cccc(C(=O)N2CCCCC2)c1
-8 | Cc1nn(CC(=O)Nc2ccccn2)c(=O)c2ccccc12
-1 | CC12CN3CC(C)(CN(C1)C3(C)C1CCCCC1)C2=O (stereo not drawn)
-10 | Cc1ccccc1N1OC2C(=O)N(c3cccc([N+](=O)[O-])c3)C(=O)C2C1c1cccs1 (stereo not drawn)
-10 | O=C1c2ccccc2-c2onc3ccc(Sc4ccccc4)c1c23
-3 | O=c1cc(CO)oc(CN2CCC(Cc3ccccc3)CC2)c1O
-7 | COCCn1nnnc1CN(Cc1cccnc1)Cc1cc2cc(OC)ccc2[nH]c1=O

Other records
14-3-3 PPI | canonical_smiles
1 | CCCC(=O)Nc1nnc(COC)s1
-1 | Oc1c(F)cccc1C=Nc1ccc2oc(-c3ccc(Cl)cc3)nc2c1
-7 | CC(=O)Nc1ccc(Oc2ccc(C(=O)O)cc2)cc1
-32 | CN(c1ccccc1)c1cc(N2CCCCC2)c2nonc2c1[N+](=O)[O-]
-3 | Cc1c(Cc2ccccc2)c(=O)oc2cc(OC(C)C)ccc12
-7&-15 | CN1CCN(CCN2CCn3c2nc2ccccc23)CC1
-8&-134 | COc1ccccc1-c1cc(C2CC2)nc(N)c1C#N
-5 | COC(=O)c1nc2n(n1)C(c1cccc(Cl)c1)C1=C(CC(C)(C)CC1=O)N2 (stereo not drawn)
-4 | CCOc1ccc(OCC(=O)Nc2ccc(S(=O)(=O)Nc3cc(C)nc(C)n3)cc2)cc1
4 | Cc1cccc(N(CC(=O)NCc2ccco2)C(=O)CCC(=O)Nc2ccccn2)c1
0 | CCN(CC)C(=O)CSc1ccccc1N
2 | CC1=C(C(=O)N2CCOCC2)C(c2ccc(O)c([N+](=O)[O-])c2)C2=C(CCCC2=O)N1 (stereo not drawn)

Four entries already listed, arranged by count of non-hydrogen atoms, smallest number first.
14-3-3 PPI | canonical_smiles
-8&-134 | COc1ccccc1-c1cc(C2CC2)nc(N)c1C#N
-1 | Oc1c(F)cccc1C=Nc1ccc2oc(-c3ccc(Cl)cc3)nc2c1
-5 | COC(=O)c1nc2n(n1)C(c1cccc(Cl)c1)C1=C(CC(C)(C)CC1=O)N2 (stereo not drawn)
4 | Cc1cccc(N(CC(=O)NCc2ccco2)C(=O)CCC(=O)Nc2ccccn2)c1

(cont.)
14-3-3 PPI | canonical_smiles
0 | NC(=O)C1SCCN1c1ccccc1 (stereo not drawn)
-1 | Cc1noc(C)c1C(=O)NCCc1ccc(Cl)cc1
-6 | O=C1CN(C(=O)OCc2ccccc2)c2ccccc2N1
2 | CC12CC3CC(C1)CC(NC(=O)c1ccccn1)(C3)C2
-8 | COc1cc(C(=O)N2CCN(S(=O)(=O)c3ccccc3)CC2)cc(OC)c1OC
1 | COC(=O)c1sc2nc(-c3ccccc3)ccc2c1N
-11 | CCC(=O)Oc1ccc2c(C)cc(=O)oc2c1C
2 | CC(=O)N1N=C(c2ccccc2)CC1c1ccc(Br)cc1 (stereo not drawn)
-2 | Cc1ccc(NC(=O)Cn2c(-c3ccccc3F)nc3ccccc3c2=O)cc1Cl
-20 | COc1ccccc1NC1=C(C)C(=O)CC1
1 | Cc1cc(C(F)(F)F)nn1CC(N)=O
8 | COc1ccccc1CC(=O)NCC1OCCc2ccccc21 (stereo not drawn)

Continuation:
14-3-3 PPI | canonical_smiles
2 | O=C(CCn1cccc1)NCc1ccc2c(c1)OCO2
-3 | Cc1c(C(=O)N2CCN(c3ccccc3F)CC2)sc2ncn(CC(=O)N3CCOCC3)c(=O)c12
-13&-6 | CN1CCN(C(=O)c2cc(-c3cccc(Cl)c3)on2)CC1
-8 | CCCOCC(O)CN1CCCCC1 (stereo not drawn)
-1 | CCc1nnc(NC(=O)CSc2nnc(-c3ccccc3O)n2-c2ccc(C)cc2)s1
11 | CCN(CC)c1ccc2nc3c4ccccc4c(=O)cc-3oc2c1
-13 | COc1cc(C(=O)Nc2nc3c(s2)C(=O)CC(C)(C)C3)c([N+](=O)[O-])cc1OC
-7 | CCOC(=O)C1CCN(C(=O)C2c3cc(OC)c(OC)cc3C(=O)N3CCc4ccccc4C23)CC1 (stereo not drawn)
3 | c1ccc(N2CCN(c3c4c(nc5ncnn35)CCC4)CC2)cc1
-15 | Cc1ccc(N(C(C)C(=O)O)S(=O)(=O)c2c(C)n[nH]c2C)cc1 (stereo not drawn)
-9 | c1ccc(Cn2c(SCCN3CCOCC3)nnc2-c2cccnc2)cc1
-2 | CCOC(=O)CCSc1nc(N2CCOCC2)c2c(c1C#N)CC(C)(C)OC2

(continued)
14-3-3 PPI | canonical_smiles
-1 | CN(CCc1ccccn1)C(=O)CN(C)S(=O)(=O)c1ccc2c(c1)c(=O)n(C)c(=O)n2C
1 | CC(C)[C@H](NC(=O)OC(C)(C)C)c1nnc(SCc2cccc(F)c2)o1
-1 | Cc1ccc(-c2c3c(=O)n(C)c(=O)n(C)c3cn2-c2ccccc2Cl)cc1
0 | O=C(CSc1nccn1-c1ccc(Cl)cc1)NCCc1ccccc1
-10 | COc1ccccc1N1CCN(c2ccc(N3C(=O)CCC3=O)cc2[N+](=O)[O-])CC1
-3 | COC(=O)c1ccc2c(=O)sc(N3CCC(C(N)=O)CC3)nc2c1
3 | COc1ccccc1N1C(=O)c2ccccc2NC1c1ccncc1 (stereo not drawn)
-3 | Cc1csc(NC(=O)Cn2cnnn2)n1
-3 | COc1ccc(Cl)cc1C(=O)N1N=C(C(F)F)CC1(O)C(F)F (stereo not drawn)
0 | O=C(NCc1ccco1)c1nn2c(C(F)(F)F)cc(-c3ccc(Br)cc3)nc2c1Cl
